RmlCD inh 1536: M. tuberculosis RmlC/RmlD inhibition; RmlC+RmlD coupled enzyme assay, percent inhibition; primary screen in compound mixtures; inhibition, % at 3.6 µM; hit rate 0.03% among 160,000; AID 1533; in the data active means inhibition mostly above about 34%, no sharp cut-off; further: some results filed as inactive read as strong as hits
Target sequence (P9WH09 whole entry, looked up): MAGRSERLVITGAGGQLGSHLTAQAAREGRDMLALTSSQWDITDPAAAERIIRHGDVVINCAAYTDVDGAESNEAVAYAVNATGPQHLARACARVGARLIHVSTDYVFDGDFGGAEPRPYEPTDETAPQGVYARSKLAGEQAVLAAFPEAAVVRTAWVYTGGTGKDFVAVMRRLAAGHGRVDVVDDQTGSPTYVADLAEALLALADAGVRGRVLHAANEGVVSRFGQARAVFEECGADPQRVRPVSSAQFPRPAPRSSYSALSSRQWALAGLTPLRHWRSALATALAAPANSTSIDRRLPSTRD
Target sequence (P9WH11 whole entry, looked up): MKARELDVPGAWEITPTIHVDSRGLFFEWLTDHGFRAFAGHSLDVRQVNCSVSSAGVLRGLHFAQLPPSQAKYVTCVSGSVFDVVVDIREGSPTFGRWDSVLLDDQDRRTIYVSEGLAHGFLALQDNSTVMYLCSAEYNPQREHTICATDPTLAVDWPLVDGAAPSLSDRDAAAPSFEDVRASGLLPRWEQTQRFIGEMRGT
GlmU inhibition: inhibition of mycobacterial GlmU enzyme – biochemical, glucosamine-1-phosphate acetyltransferase (AID 1376). hit rate 0.25% among 220,000. M. tuberculosis GlmU acetyltransferase enzyme assay; higher % means a stronger effect. inhibition, %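 (tested at 30 µM in the primary screen)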; hits with a dose series show IC50 in µM; in the data active means inhibition above about 13%;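 further: 0% = complete reaction with vehicle and 100% = reaction without substrate; strong numbers were not always called active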
Numbers without * were called inactive; nt = not tested or not shown; & = joins results of further samples. An excerpt; count on the stated rates, not on these rows.

The first 16 entries, ahead of the listing:
SMILES	RmlCD inh 1536	GlmU inhibition
Cc1ccc(N(C(=O)Cn2nnc3ccccc32)C(C(=O)NCc2ccco2)c2ccc(C)o2)cc1 (stereo unspecified)	-9	-4.5%
c1ccc(-c2csc3ncn4nnnc4c23)cc1	nt	0.8%
CCN1CCN(c2cc3c(nn2)Oc2ccccc2N3C)CC1	-6	0.6%
CC(=O)Nc1cccc([As](=O)(c2cccc(NC(C)=O)c2)c2cccc(NC(C)=O)c2)c1	8	-2.4%
O=C(COC(=O)c1ccccc1-c1ccccc1[N+](=O)[O-])c1ccccc1	nt	-0.8%
Oc1ccccc1N1CCN(C(=S)NCc2ccccc2)CC1	-6	2.6%
O=C(/C=C/c1ccccc1)Nc1ccc(Br)cn1	14	-3.7%
CCOC(=O)c1c(CC(C)C)csc1NC(C)=O	-1	-1.4%
CCOc1ccccc1NC(=O)C1C2C=CC(O2)C1C(=O)O (stereo unspecified)	2	11%
COc1ccccc1C1(CCNC(C)c2cccs2)CCOC(C(C)C)C1 (stereo unspecified)	4	-6.3%
Cc1ccc(S(=O)(=O)NC(CC(N)=O)C(=O)O)cc1 (stereo unspecified)	11	-1.4%
Cc1nn(-c2ccc(Cl)cc2Cl)c(C)c1C(=O)O	5	-2.9%
CS(=O)(=O)Nc1ccc(N2CCN(c3ccc(C(F)(F)F)cn3)CC2)nc1	38	2.4%
CC(CN1CCOCC1)OC(=O)c1ccccc1Br (stereo unspecified)	nt	3.9%
C=C(C)Cn1c(SCC(=O)O)nnc1-c1ccc(C(C)(C)C)cc1	nt	3.4%
CCCOc1ccc(CCc2n[nH]c(=S)n2Cc2ccccc2)cc1	-13	4.2%

Results, from the first entry:
SMILES	RmlCD inh 1536	GlmU inhibition
Cc1ccc(N(C(=O)Cn2nnc3ccccc32)C(C(=O)NCc2ccco2)c2ccc(C)o2)cc1 (stereo unspecified)	-9	-4.5%
c1ccc(-c2csc3ncn4nnnc4c23)cc1	nt	0.8%
CCN1CCN(c2cc3c(nn2)Oc2ccccc2N3C)CC1	-6	0.6%
CC(=O)Nc1cccc([As](=O)(c2cccc(NC(C)=O)c2)c2cccc(NC(C)=O)c2)c1	8	-2.4%
O=C(COC(=O)c1ccccc1-c1ccccc1[N+](=O)[O-])c1ccccc1	nt	-0.8%
Oc1ccccc1N1CCN(C(=S)NCc2ccccc2)CC1	-6	2.6%
O=C(/C=C/c1ccccc1)Nc1ccc(Br)cn1	14	-3.7%
CCOC(=O)c1c(CC(C)C)csc1NC(C)=O	-1	-1.4%
CCOc1ccccc1NC(=O)C1C2C=CC(O2)C1C(=O)O (stereo unspecified)	2	11%
COc1ccccc1C1(CCNC(C)c2cccs2)CCOC(C(C)C)C1 (stereo unspecified)	4	-6.3%

A draw from above in order of SMILES length, lowest first:
SMILES	RmlCD inh 1536	GlmU inhibition
Oc1ccccc1N1CCN(C(=S)NCc2ccccc2)CC1	-6	2.6%
O=C(COC(=O)c1ccccc1-c1ccccc1[N+](=O)[O-])c1ccccc1	nt	-0.8%
Cc1ccc(N(C(=O)Cn2nnc3ccccc32)C(C(=O)NCc2ccco2)c2ccc(C)o2)cc1 (stereo unspecified)	-9	-4.5%

The list continues.
SMILES	RmlCD inh 1536	GlmU inhibition
Cc1ccc(S(=O)(=O)NC(CC(N)=O)C(=O)O)cc1 (stereo unspecified)	11	-1.4%
Cc1nn(-c2ccc(Cl)cc2Cl)c(C)c1C(=O)O	5	-2.9%
CS(=O)(=O)Nc1ccc(N2CCN(c3ccc(C(F)(F)F)cn3)CC2)nc1	38	2.4%
CC(CN1CCOCC1)OC(=O)c1ccccc1Br (stereo unspecified)	nt	3.9%
C=C(C)Cn1c(SCC(=O)O)nnc1-c1ccc(C(C)(C)C)cc1	nt	3.4%
CCCOc1ccc(CCc2n[nH]c(=S)n2Cc2ccccc2)cc1	-13	4.2%
O=C1CCCN1CCCNC(=S)Nc1ccc(F)c(Cl)c1	2	1.9%
COc1cc2cc(C(c3nnnn3C3CCCC3)N3CCCCC3)c(=O)[nH]c2cc1OC (stereo unspecified)	nt	-3.6%
N#C/C(=C\c1ccc([N+](=O)[O-])cc1)c1ccccn1	-9	3.9%
Cn1c(C(O)c2ccccc2F)nc(Cl)c1Cl (stereo unspecified)	nt	2.2%
CCOC(=O)c1cnn(-c2ccccc2)c1NC(=O)CN1CCOCC1	5	-2.1%
CCN(CC)C(=O)c1ccccc1NC(=O)c1cccc(S(=O)(=O)N(CC)CC)c1	-4	2.8%
CC(=O)c1cccc(NC(=O)N2CCCC2C(=O)NCCC(C)C)c1 (stereo unspecified)	2	6.0%
CC1(C)NC(=O)N(CCOc2ccc([N+](=O)[O-])cc2)C1=O	-3	2.5%
CCOc1ccc(-n2cc(C(=O)c3cc(Cl)ccc3O)cc(C#N)c2=O)cc1	-9	-2.9%
O=C(CCS(=O)(=O)c1ccccc1)Nc1ccc2c(c1)C(=O)NC2=O	nt	-2.7%
COc1ccc(NC(=O)CC2C(=O)N(C)C(=S)N2Cc2ccco2)cc1 (stereo unspecified)	3	0.4%
CC(C)CC(C)c1cc(N)nc2nc3ccccc3n12 (stereo unspecified)	-8	-8.3%
O=C(Cc1ccccc1)Nc1ccc(-c2nnc(-c3ccco3)o2)cc1	nt	4.8%
Cc1ccc(OCc2ccc(C(=O)Nc3ccc(C(N)=O)cc3)o2)c([N+](=O)[O-])c1	-7	-5.0%
CC(=O)C1=C(C)OC(N)=C(C#N)C1c1cc2cc(C)c(C)cc2nc1Cl (stereo unspecified)	5	-0.6%
COC(=O)c1sc(N2C(=O)C(O)=C(C(=O)c3ccc(C)o3)C2c2ccc(F)cc2)nc1C (stereo unspecified)	14	8.1%&6.5%
Cc1ccc(-n2nc(C)c(C3(O)C(=O)N(C)c4ccccc43)c2N)cc1 (stereo unspecified)	-8	1.7%
N/C(=N\OC(=O)Cc1ccc(-c2ccccc2)cc1)c1ccccn1	nt	0.9%
CCCCNc1oc(-c2cccs2)nc1S(=O)(=O)c1ccccc1	nt	-5.3%
CC(C)c1cc(CNC(=O)CCc2nnc(CCCCc3ccccc3)o2)on1	8	-5.0%
C=CCn1c(SCC(=O)c2[nH]c(C)c(C(=O)OCC)c2C)nc2scc(-c3ccccc3)c2c1=O	nt	2.8%
COc1ccc(C(C(=O)NC2CCCC2)N(Cc2ccccc2)C(=O)c2nsc(Cl)c2Cl)cc1 (stereo unspecified)	5	-6.1%
O=C(Cc1cccs1)OCC(=O)c1ccco1	7	-0.5%
Cc1ccc([N+](=O)[O-])cc1N	6	5.9%
CC(=O)Nc1cccc(Nc2nc(-c3ccccc3)nc3ccccc23)c1	1	-3.0%
Cc1c(C#N)c(N)nc(Cl)c1C#N	nt	-1.9%
Cc1ccc(OCC(=O)N2CCCCC2)c(Br)c1	nt	3.1%
CCN(CC)c1nc2n(c(=O)n1)CCO2	nt	-4.3%
CCC(C)(C)n1nnnc1C(c1cc2cc(OC)ccc2[nH]c1=O)N1CCc2ccccc21 (stereo unspecified)	-6	1.0%
O=C(Nc1ccon1)c1cc(-c2ccccc2)nc2ccccc12	-3	nt
Cc1ccc(S(=O)(=O)N(CC(=O)Nc2cccc([N+](=O)[O-])c2)C2CCCCC2)cc1	nt	-2.2%
Cc1ccc(S(=O)(=O)c2cccc(S(=O)(=O)N3CCCC3)c2)cc1S(=O)(=O)N1CCCC1	2	-3.2%
COc1ccc(S(=O)(=O)NC(C)C(=O)Nc2ccccc2F)cc1 (stereo unspecified)	nt	1.4%
CCOCCn1c(SCC)nc2c1c(=O)[nH]c(=O)n2C	-4	-1.1%
Nc1nc(-c2ccc(Cl)cc2)nc(-c2ccc(Cl)cc2)n1	48	2.5%
C=CCN1C(=O)C(Cc2ccc(Br)cc2)S/C1=N\N=C\c1ccco1 (stereo unspecified)	nt	1.6%
O=C(Oc1ccc(N(C(=O)c2ccncc2)S(=O)(=O)c2ccc(Cl)cc2)cc1)c1ccncc1	2	3.0%
Cc1ccc(Cl)c2c1NC(=O)C2(O)CC(=O)c1ccccc1O (stereo unspecified)	nt	1.8%
Cc1sc(NC(=O)c2oc3ccccc3c2C)c(C#N)c1C	12	6.3%
Cn1nc([N+](=O)[O-])nc1Oc1ccccc1F	nt	-6.1%
NS(=O)(=O)c1ccc(CCNC(=O)Cc2ccccc2[N+](=O)[O-])cc1	11	-4.6%
CCc1ccc(C(=O)NCc2ccc(Cl)cc2Cl)cc1	-2	-0.7%
NC1=NC[C@H](c2ccccc2)N1CCc1cc(C(F)(F)F)cc(C(F)(F)F)c1	nt	-14%
Cc1cc(C)n2c(SCCN3C(=O)c4ccccc4C3=O)nnc2n1	nt	0.6%

(continued)
SMILES	RmlCD inh 1536	GlmU inhibition
CCCCN1CCCC1CNC(=O)c1cc(C#N)c2ccccc2c1OC (stereo unspecified)	-2	2.8%
Cc1cc(NC(=O)CSc2nnc(NC(=O)C3CC(=O)N(c4ccccc4)C3)s2)no1 (stereo unspecified)	-3	-1.5%
CC1(c2ccc(Cl)cc2Cl)OCC(Cn2cncn2)O1 (stereo unspecified)	nt	6.4%
CS/C(N)=N/N=C/c1ccc2c(c1)OCO2	13	3.3%
Cc1ccc(-c2nn(C)c(=O)c3ccccc23)cc1S(=O)(=O)N1CCCC1	-10	-5.7%
N=C1C(c2nc3ccccc3c(=O)[nH]2)=C(O)CN1c1ccccc1	5	4.3%
CCOC(=O)c1c(-c2cccs2)csc1NC(=O)CN(CC)CC	14	1.6%
COc1ccc(O)c(/C=N/NC(=S)Nc2cccc(S(=O)(=O)N(C)C)c2)c1	5	-8.2%
Cc1c(Cl)c(C(F)(F)F)nn1CC(=O)NCc1ccco1	51	0.9%
Cc1nn(-c2ccccc2)c(Cl)c1C(=O)NCCN(C)C	4	-5.7%
O=C(Nc1ccccc1C(F)(F)F)c1cc(S(=O)(=O)N2CCC3(CC2)OCCO3)ccc1F	-12	-1.9%
O=C(c1ccc(COc2ccccc2Cl)o1)N1CCN(Cc2ccc3c(c2)OCO3)CC1	-3	-0.5%&2.3%
COc1ccc(NCc2nnc(SCC#N)n2-c2ccccc2OC)cc1	-8	0.7%
O=C(CSc1nc2ccccc2[nH]1)NC1CCS(=O)(=O)C1 (stereo unspecified)	-9	0.8%
C[C@@H]1NC(=O)c2cc([N+](=O)[O-])cc(F)c2NCCC[C@@H](C(N)=O)NC(=O)[C@H](CC(N)=O)NC1=O	nt	-3.1%
Cc1ccc(-c2nc(SCC(=O)NCC3CCCO3)c(-c3ccccc3)[nH]2)cc1 (stereo unspecified)	nt	-5.9%
COc1ccccc1C1C(C(=O)c2sc(C)nc2C)=C(O)C(=O)N1CCN1CCOCC1 (stereo unspecified)	0	0.9%
CCC(C)NC(=O)Cn1c(=O)n(CCCCCC(=O)Nc2ccccc2)c(=O)c2sccc21 (stereo unspecified)	7	-0.2%
CC(C)(CO)NC(=O)C(c1ccccc1)c1ccccc1	nt	5.3%
c1ccc(Cn2ncc3c(N4CCCCC4)ncnc32)cc1	106	2.3%
CCN1CCCC1CNCC(=O)Nc1ccc(OC(F)(F)F)cc1 (stereo unspecified)	-1	-4.2%
CC(=O)Nc1ccc(NC(=O)C(C)OC(=O)c2ccc(C)s2)cc1 (stereo unspecified)	nt	1.2%
CCCCOc1ccc(Cl)cc1CSc1n[nH]c(C)n1	nt	6.0%
Cc1ccc(S(=O)(=O)N(C)C)cc1NC(=O)c1cccs1	-3	0.3%
COc1ccc(OC)c(C2=Nn3c(nnc3C3CCCCC3)SC2)c1	-10	7.5%
COc1ccc(C2N(c3ccc(OC)cc3)C(=O)C3CCCN32)cc1 (stereo unspecified)	nt	0.3%
O=C(CCl)NCc1c(Cl)cccc1-n1cccc1	nt	4.1%
O=C(/C=C/c1ccc(Cl)cc1Cl)NC(=S)Nc1ccccn1	nt	1.9%
CCCn1nc2cc(C(=O)NC3CCCc4ccccc43)ccc2c1OCC (stereo unspecified)	13	-1.1%
Cc1nc(SCC(=O)NCCc2ccc(Cl)cc2)nc(C)c1C	7	-4.2%
Cc1cc(S(=O)(=O)n2cnc3cc([N+](=O)[O-])ccc32)ccc1Cl	-12	7.1%
COc1ccccc1-n1cnc2c(c1=O)c1nc3ccccc3nc1n2CCc1ccccc1	nt	-0.2%
COc1cc2c(cc1NC(=O)C(C)Sc1ccc(NC(C)=O)cc1)oc1ccccc12 (stereo unspecified)	nt	0.0%
Cc1cc(NC(=O)CCC(=O)N(CC(=O)NCC2CCCO2)c2ccc3c(c2)OCCO3)no1 (stereo unspecified)	nt	-3.8%
CCOC(=O)N1CCN(S(=O)(=O)c2cccc3ccc(C)nc23)CC1	8	1.1%
COc1cccc(-c2cc(C(=O)Nc3cc(OC)c(OC)c(OC)c3)no2)c1	nt	-1.6%
CN(C)c1c(F)cc(-c2nn[nH]n2)cc1F	25	5.7%
CC1CCc2sc(NC(=O)C3CC(Cl)=CCC3C(=O)O)c(C#N)c2C1 (stereo unspecified)	10	-1.8%
Clc1ccc(C(c2ccccc2)N2CCNCC2)cc1 (stereo unspecified)	nt	-7.7%
O=C1CN(c2nc(-c3ccccc3)c3cc(Br)ccc3n2)c2ccccc2N1	-7	nt
O=C(Cc1cccc(C(F)(F)F)c1)NCC(c1ccco1)N1CCCCC1 (stereo unspecified)	0	1.2%
CCO[C@H]1OC(C(=O)NCc2ccccc2)=C[C@@H](c2ccc3c(c2)OCO3)[C@@H]1CCCO	nt	-0.8%
O=C(c1ccc(-c2cc(Cl)ccc2Cl)o1)N1CCOCC1	-9	2.6%
N#CC1=C(N)Oc2cc(N)ccc2C1c1cccnc1 (stereo unspecified)	nt	3.3%
O=C1CC(N2C(=O)/C(=C/C=C/c3ccccc3)SC2=S)C(=O)N1c1ccccc1 (stereo unspecified)	-11	4.3%
CCOc1cc(CNC2CCCC2)cc(Cl)c1OCc1ccccc1	nt	-11%
COc1ccc(NCC(=O)N/N=C/c2c(C)nn(Cc3ccccc3)c2Cl)cc1	-11	1.4%
